High-throughput results: PubChem, Emory University Molecular Libraries Screening Center
14-3-3g Raf – modulators of human 14-3-3 gamma - Raf peptide interaction; hit rate 0.19% among 160,000; AID 422; FP, 14-3-3gamma / TMR-pS259-Raf peptide binding; P61981; inhibition, % at 40 µM; in the data active means inhibition above about 30%;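 further: 0% = protein plus tracer without compound and 100% = blank with tracer alone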
Target sequence (P61981 whole entry, looked up): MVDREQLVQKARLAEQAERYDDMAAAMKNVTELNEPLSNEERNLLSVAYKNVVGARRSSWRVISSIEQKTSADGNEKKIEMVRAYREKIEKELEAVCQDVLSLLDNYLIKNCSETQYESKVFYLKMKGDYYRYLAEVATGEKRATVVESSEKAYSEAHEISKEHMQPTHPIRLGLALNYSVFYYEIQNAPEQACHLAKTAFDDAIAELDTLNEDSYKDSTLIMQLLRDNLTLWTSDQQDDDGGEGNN
An asterisk follows results filed as active; & = joins results of further samples. These rows are one share of the data. The share of hits here may be higher or lower than overall.

SMILES	14-3-3g Raf
CCOC(=O)c1cnc(SCC(=O)Nc2ccccc2N2CCOCC2)nc1N	6
O=C(O)c1cc(-c2ccc(Br)cc2)nc2ccc(Cl)cc12	1
COc1cccc(C(=O)Nc2c3c(nn2-c2ccc(F)cc2)CSC3)c1OC	-2
COc1ccc(NC(=O)c2cc3nc(-c4ccc(OC)c(OC)c4)cc(C(F)(F)F)n3n2)cc1Cl	-11
O=C(Cn1nc(Cc2ccncc2)c2ccccc2c1=O)N1CCN(C(=O)c2ccco2)CC1	-6
O=C(CCCCCN1C(=O)c2ccccc2C1=O)Nc1ccc(Br)c2cccnc12	-16
Cc1nc(N)c2c(c1C)C(=O)NC2=O	-7
Cn1cccc1Cc1nnc(SCC(=O)NC2CCCCC2)n1CCc1ccccc1	-8
CC(C)(O)C#Cc1ccc(C(=O)N2CCC(C(N)=O)(N3CCCCC3)CC2)cc1	0
N#Cc1c(C(F)(F)F)cc(-c2ccc(F)cc2)nc1SCC(=O)O	-19
CC(C)(CO)NS(=O)(=O)c1ccc2c(c1)oc(=O)c1cc(S(=O)(=O)NC(C)(C)CO)ccc12	-8
COC(=O)C1=C(C)NC(=O)CC1c1ccccc1C(F)(F)F (stereo not drawn)	-7
COc1ccc(C2C(C(C)=O)=C(C)N=c3s/c(=C\c4ccco4)c(=O)n32)c(OC)c1 (stereo not drawn)	-78
Cc1ccc(C)c(-n2c(CNc3ccc(F)cc3)nnc2SCC(N)=O)c1	-1
O=C(CCNS(=O)(=O)c1cccc2nsnc12)N1CCN(c2ccccn2)CC1	-6

Gathered by group, those above with sulfur (8)
SMILES	14-3-3g Raf
CCOC(=O)c1cnc(SCC(=O)Nc2ccccc2N2CCOCC2)nc1N	6
COc1cccc(C(=O)Nc2c3c(nn2-c2ccc(F)cc2)CSC3)c1OC	-2
Cn1cccc1Cc1nnc(SCC(=O)NC2CCCCC2)n1CCc1ccccc1	-8
N#Cc1c(C(F)(F)F)cc(-c2ccc(F)cc2)nc1SCC(=O)O	-19
CC(C)(CO)NS(=O)(=O)c1ccc2c(c1)oc(=O)c1cc(S(=O)(=O)NC(C)(C)CO)ccc12	-8
COc1ccc(C2C(C(C)=O)=C(C)N=c3s/c(=C\c4ccco4)c(=O)n32)c(OC)c1 (stereo not drawn)	-78
Cc1ccc(C)c(-n2c(CNc3ccc(F)cc3)nnc2SCC(N)=O)c1	-1
O=C(CCNS(=O)(=O)c1cccc2nsnc12)N1CCN(c2ccccn2)CC1	-6

More structures follow:
SMILES	14-3-3g Raf
Cc1ccc(CNC(=O)CC(NS(=O)(=O)c2ccc(F)cc2)C(C)C)cc1 (stereo not drawn)	-4
Nc1ccc2oc(CCc3ccccc3)nc2c1	-3
CN(C(=O)c1ccccc1Cl)C1CCCCC1	-7
COC(=O)c1ccc2c(=O)n(Cc3ccc4c(c3)OCO4)c(SCc3ccc(C)cc3)nc2c1	-5
Fc1ccccc1N1CCN(C(c2ccccn2)c2nnnn2C2CCCCC2)CC1 (stereo not drawn)	-5
O=C(Nc1ccccc1)c1cccc(-c2nnc(-c3ccccc3)o2)c1	6
COc1ccc(CCNC(=O)c2ccc3c(=O)n(Cc4ccco4)c(=S)[nH]c3c2)cc1OC	0
COc1ccc(N2CCN(c3oc(COc4ccc(Cl)cc4)nc3C#N)CC2)cc1	3
COc1cc2c(cc1OC)C(C(=O)N1CCC(C(N)=O)CC1)C(c1cccs1)N(C)C2=O (stereo not drawn)	1
Cc1cc(C(=O)OCCCN=C2NS(=O)(=O)c3ccccc32)c2ccccc2n1	-7
FC(F)(F)c1cc(-c2ccco2)nc(-n2cccn2)n1	-4
COC(=O)C1=C(NC(=O)c2ccc(Cc3ccccc3)cc2)CCS1	7
O=C1c2ccccc2C(=O)C1c1ccncc1	-22
CCCC(=O)NC(c1cccc([N+](=O)[O-])c1)c1ccc2cccnc2c1O (stereo not drawn)	-3
CCCn1c(=O)[nH]c(=O)c2c1nc(-c1ccc3c(c1)OCCO3)n2CCN1CCOCC1	-1
COc1ccc(N(C(=O)c2ccccc2OC)C2C=CS(=O)(=O)C2)c(OC)c1 (stereo not drawn)	3
Fc1ccccc1CN1CCN(Cc2ccccn2)CC1	-11
Cc1cc(C(=O)N2CCc3ccccc32)c2ccccc2n1	1
CCCCCCC1C(C#N)=C(N)OC2=C1C(=O)CC(C)(C)C2 (stereo not drawn)	-2
O=C(NCc1ccco1)C1CCCN(S(=O)(=O)c2cnc[nH]2)C1 (stereo not drawn)	3
Cc1ccccc1Nc1nc(N)nc(COC(=O)CCS(=O)(=O)c2ccccc2)n1	-14
CCCCN(C)C(=O)c1sc2ncn(C)c(=O)c2c1C	0
O=S(=O)(Cc1ccc(Cl)cc1)N1CCN(Cc2ccccc2)CC1	0
O=C(c1nn2c(c1Cl)NC(c1ccccc1)CC2C(F)(F)F)N1CCOCC1 (stereo not drawn)	-10
Cn1c(=O)n(C)c2cc(CN3C(=O)OC(C)(C)C3(C)O)ccc21 (stereo not drawn)	-2
COc1cccc(OCCCCSc2ncccn2)c1	-5
Cc1ccc(C(=O)Nc2ccc(Br)cn2)cc1[N+](=O)[O-]	-11
Cc1ccccc1OCC(=O)Nc1ccc(Cl)c(-c2nc3ccccc3s2)c1	-17
CCc1ccc(S(=O)(=O)N(C(C)=O)c2ccc3oc4c(c3c2)CCCC4)cc1	-6
CCC1CCCCN1S(=O)(=O)c1ccc2oc(C(=O)O)c(C)c2c1 (stereo not drawn)	-1
c1ccc(CSc2nnc(-c3cccnc3)n2Cc2ccccc2)cc1	0
O=C(CCSc1nnc2ccccn12)Nc1ccc(F)cc1	7
COc1ccc(CCNC(=O)CCc2cn(C)c3ccccc23)cc1OC	-1
COc1cccc(NC(=O)Cn2c(=O)n(CCc3ccccc3)c(=O)c3c4c(sc32)CCCC4)c1	-5
Oc1ccc(Nc2nc(NCC3CCCO3)c3ccccc3n2)cc1 (stereo not drawn)	-2
CC1=C(C(=O)Nc2ccccc2)C(c2cccc([N+](=O)[O-])c2)NC(=O)N1 (stereo not drawn)	0
O=S(=O)(Nc1ccccc1)c1ccc(Cl)cc1	-5
O=C(Nc1ccccc1N1CCCCC1)c1cccs1	1
CC(C)(C)C(=O)Nc1ccc(Cl)cc1C(=O)O	-9
COc1cccc(C2CC(c3ccccc3)Nc3nc(N)nn32)c1 (stereo not drawn)	-1
CCCCCn1c(SCC(=O)OC)nc2c1c(=O)[nH]c(=O)n2C	0
Nc1ccccc1SCc1cn2cccnc2n1	-6
CC(C)c1ccc(-c2csc(NC(=O)CN3C(=O)CCC3=O)n2)cc1	0
O=C(CNc1ccccc1-c1nc2ccccc2[nH]c1=O)NCc1ccc(F)cc1	-6
CCOC(=O)CSc1nc(-c2ccc(OC)cc2)ns1	1
O=C(Nc1ccc2c(c1)OCO2)c1nn2c(C(F)(F)F)cc(-c3ccccc3)nc2c1Br	-4
NCCCCCCNC(=O)c1c(O)c2ccccc2oc1=O	-4
CCN(CC)C(=O)Cn1cnc2sc(C(=O)N3CCN(C)CC3)c(C)c2c1=O	4
COCc1nnc(NC(=O)CCc2ccccc2)s1	7
COc1ccc(Br)cc1C1Nc2ccccc2-c2nnc(SC)nc2O1 (stereo not drawn)	-5
CCOc1ccc2c(=O)c(-c3ccc(F)cc3)c(C)oc2c1	2
O=C(Nc1ccc2nn(-c3ccccc3)nc2c1)c1ccc(Br)o1	-1&-30
Cc1ccc2nsnc2c1NC(=O)c1ccccc1Cl	-3
Cn1c(C(=O)OC(C(=O)NC2CCCC2)c2ccncc2)cc2sccc21 (stereo not drawn)	-8
CN(C)S(=O)(=O)c1ccc(C(=O)Nc2ccc(S(=O)(=O)N3CCCCC3c3cccnc3)cc2)cc1 (stereo not drawn)	-10
CCS(=O)(=O)N1Cc2ccccc2CC1C(=O)Nc1nc2ccccc2[nH]1 (stereo not drawn)	-7
COc1ccccc1-n1nc(C(=O)Nc2ccc3c(c2)OCO3)c2ccccc2c1=O	-8&3
O=C(Nc1ccc2oc(-c3ccccc3)nc2c1)c1ccc2ccccc2c1	-9
CN(C)Cc1nc2ccccc2c(=O)n1Cc1nc(C(C)(C)C)cs1	1
CC1(C)CC(=O)C2=C(C1)OC1=C(C(=O)CC(C)(C)C1)C2c1ccc(OCc2ccccc2)cc1	-6
Remaining list, next part.
SMILES	14-3-3g Raf
O=C(NCCCN1CCOCC1)C(C(=O)c1ccccc1)n1ccccc1=O (stereo not drawn)	0
CCC(=O)N1c2ccc(S(=O)(=O)NCc3ccc(F)cc3)cc2CC1C (stereo not drawn)	-8
CCOCCCNC(=O)c1cnn2c(C)c3c(nc12)CCCC3	-5
COc1cc2c(cc1OC)C(C(=O)N1CC(C)CC(C)C1)C(c1cccs1)N(C)C2=O (stereo not drawn)	8
COc1ccc(CNC(=O)C2CCCN(C(=O)N(C)C)C2)c(OC)c1 (stereo not drawn)	-5
Cn1cccc1C(=O)NC(=O)CSc1nc2ccccc2s1	2
CCC(Sc1nc2c(c(=O)n1-c1ccccc1)SCC2)C(=O)OC (stereo not drawn)	-11
Cc1ccc(CNC(=O)Nc2cccs2)cc1	-6
CCC(C)(C)n1nnnc1C(c1ccc(O)c(OC)c1)N1CCN(c2nc3ccccc3s2)CC1 (stereo not drawn)	1
COC(=O)c1ccc(N2C(=O)CC(N3CCC(C(N)=O)CC3)C2=O)cc1 (stereo not drawn)	-104
CCOC(=O)c1cnc2[nH]c3ccccc3n2c1=O	0
Cc1cc2c(=O)n(C)c(SCC(=O)c3cc4ccccc4o3)nc2s1	1
Cc1ccc(C)c(N(C)C(=O)Cc2c(C(=O)O)[nH]c3ccccc23)c1	-1
CN1CCN(c2ccccc2NC(=O)Cc2cn(C)c3ccccc23)CC1	-2&3
CCCN1C(=O)c2ccccc2NC1c1ccc(OC)c(COc2ccccc2F)c1 (stereo not drawn)	-29
O=C(COC(=O)Cc1cn2ccsc2n1)NCc1ccc2c(c1)OCO2	-23
O=C(NCCCn1ccnc1)c1noc2c1CCCC2	-8&-3
CC(Oc1ccc(F)cc1)C(=O)Nc1sc2c(c1C(N)=O)CCC2 (stereo not drawn)	-27
Cc1c(-c2nc(N)nc(Nc3ccc(F)cc3)n2)oc2ccccc12	-1
CCOC(=O)C1=C(N)OC2=C(C(=O)CC(c3ccccc3)C2)C1c1ccccc1C (stereo not drawn)	-7
COc1ccccc1N(CC(=O)NCCc1ccccc1)S(C)(=O)=O	-4
O=C(NCCCN1CCOCC1)C1CC(=O)N(CCc2ccccc2)C1 (stereo not drawn)	0
Cc1ccc(NC(=O)C2CCCN(S(=O)(=O)c3cnc[nH]3)C2)cc1F (stereo not drawn)	-1
CC(C)c1ccccc1OCC(=O)Nc1nccs1	5
COc1ccc(-c2csc(Nc3ccc(C)cn3)n2)cc1C	0
Cc1ccc(OCc2nc(-c3ccccn3)no2)c(Br)c1	-1
CC1(C)C(=O)OC(c2ccc([N+](=O)[O-])cc2)C(C)(C)C1=O (stereo not drawn)	-15
Cc1cc(N(C)C2CCCCC2)n2nc(C)c(-c3ccc(Cl)cc3)c2n1	-11
O=C1OC(c2ccccc2)=C(c2ccccc2)C(=O)C1C(=O)c1ccccc1 (stereo not drawn)	-5
CC(C)C1Cc2c(C#N)c(N)n(C)c(=S)c2CO1 (stereo not drawn)	10

By substructure: the compounds so far containing a tert-butyl group (two)
SMILES	14-3-3g Raf
CC(C)(C)C(=O)Nc1ccc(Cl)cc1C(=O)O	-9
CN(C)Cc1nc2ccccc2c(=O)n1Cc1nc(C(C)(C)C)cs1	1

Next section
SMILES	14-3-3g Raf
CC1=C(C(=O)OCC(F)(F)F)C(c2cccc(Cl)c2)NC(=O)N1 (stereo not drawn)	-3
O=C(Cn1nnc(-c2ccncc2)n1)N(C1CCCCC1)C1CCCCC1	-11
COc1ccc(S(=O)(=O)CCC(=O)NCc2ccccc2OC)cc1	-7
O=C1C(Cl)=C(N2CCOCC2)C(=O)N1c1ccccc1Cl	-3
Cc1ccc(C2=NN(CCC(=O)NC3CCCC(C)C3C)C(=O)CC2)cc1 (stereo not drawn)	-3
O=C(Nc1ccccc1Br)c1c(O)c2cccc3c2n(c1=O)CC3	-1
COc1cccc(CNC(=O)c2ccc3c(c2)NC(=O)C(N2CCCC2)S3)c1 (stereo not drawn)	-10
CCCCNC(=O)c1nn(-c2cc(OC)cc(OC)c2)c(=O)c2ccccc12	3
Cc1sc2c(c1C)c(=O)n(-c1ccccc1)c(=O)n2CC(=O)N1CCC(C)CC1	-7
COc1ccc(Br)cc1C1C(C(=O)OCCc2ccccc2)=C(C)NC2=C1C(=O)CCC2 (stereo not drawn)	2
Cc1ccc(-c2nnc(SCC(=O)O)n2N)cc1	-4
COCCn1c(COc2ccc(C)cc2)nc2ccccc21	5
CCOC(=O)Cn1cc(-c2ccccc2)nn1	-5
O=C(Cn1c(=O)n(Cc2ccccc2)c(=O)c2c3c(sc21)CCC3)c1ccc(F)cc1	-4
COc1ccc(CNCC2OCCc3ccccc32)cc1OC (stereo not drawn)	-5
Nc1ccc(C(=O)NCc2ccccn2)cc1[N+](=O)[O-]	-9
COc1cc(Br)cc(C=Nc2cccc(NC(=O)c3ccccc3Br)c2)c1O	3
Cc1cc(NC(=O)Cn2c(=O)oc3cc(Cl)ccc32)ccc1N1C(=O)c2ccc(Cl)cc2C1=O	0
COCCN1C(=O)c2ccccc2C(C(=O)Nc2ccc(F)cc2)C1c1ccc(F)cc1 (stereo not drawn)	-6
Cc1ccccc1-c1nnc(NC(=O)c2ccccc2Cl)s1	-10
CCOc1ccc(N(CC(=O)N2CCN(c3ccccc3)CC2)S(=O)(=O)c2c(C)noc2C)cc1	-4
COCCn1c(CN2CC(C)CC(C)C2)nc2c1c(=O)n(C)c(=O)n2C (stereo not drawn)	1&3
COc1ccc(S(=O)(=O)N2CCc3ccccc32)cc1C(=O)OCc1nnc(-c2ccccc2)o1	6
